Source: PubChem (several laboratories)
PPARg SRC3 recr: PPARgamma agonists recruiting SRC-3 coactivator, primary screen, biochemical; biochemical PPARgamma/SRC-3 coactivator recruitment assay; activation, % at 8 µM; hit rate 0.26% among 200,000; AID 731, 2007; in the data active means activation above about 23%;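 further: 0% = DMSO and 100% = reference agonist; some compounds past the cut are filed as inactive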
Target sequence (P37231 whole entry, looked up): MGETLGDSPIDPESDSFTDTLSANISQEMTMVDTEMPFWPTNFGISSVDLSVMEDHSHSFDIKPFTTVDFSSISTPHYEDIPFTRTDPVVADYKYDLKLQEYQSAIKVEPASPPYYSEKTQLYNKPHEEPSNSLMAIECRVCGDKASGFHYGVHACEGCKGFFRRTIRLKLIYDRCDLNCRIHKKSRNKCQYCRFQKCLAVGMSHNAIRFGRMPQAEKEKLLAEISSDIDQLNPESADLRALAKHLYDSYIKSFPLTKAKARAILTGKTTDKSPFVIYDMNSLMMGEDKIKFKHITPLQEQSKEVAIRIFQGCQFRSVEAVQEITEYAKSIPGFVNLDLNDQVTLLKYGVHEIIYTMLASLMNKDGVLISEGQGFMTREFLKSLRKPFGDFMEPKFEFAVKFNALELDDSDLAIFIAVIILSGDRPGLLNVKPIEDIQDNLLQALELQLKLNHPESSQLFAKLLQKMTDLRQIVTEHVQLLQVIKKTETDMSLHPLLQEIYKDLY
PPARg SRC2 recr: agonists of PPARg-SRC-2 recruitment, primary screen, biochemical, HTS; activation, % at 8 µM; hit rate 0.34% among 200,000; AID 1032, 2008; PPARgamma LBD-SRC-2 recruitment; Peroxisome proliferator-activated receptor gamma (Homo sapiens), P37231; in the data active means activation above about 22%;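 further: 0% = vehicle and 100% = reference agonist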
S1P3 antag: S1P3 receptor antagonists, primary screen, cell-based. Sphingosine 1-phosphate receptor 3 (Homo sapiens), Q99500. CHO S1P3 NFAT-BLA reporter, FRET fluorescence, antagonist mode. inhibition, % at 4.98 µM. hit rate 0.27% among 170,000;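 active means inhibition above the plate cutoff, the mean inhibition of test wells on that plate plus 3 SD, cut at about 28% in these data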;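 further: cells challenged with S1P at its EC80 of 0.8 µM; blue over green emission ratio from cleaved BLA substrate after 4 h stimulation; 0% = S1P-stimulated wells and 100% = unstimulated DMSO-only wells; some compounds past the cut are filed as inactive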
PPARg SRC1 recr: PPARgamma agonists recruiting SRC-1 coactivator, primary screen, biochemical | Peroxisome proliferator-activated receptor gamma (Homo sapiens), P37231 | PPARgamma-SRC-1 coactivator recruitment biochemical assay | activation, % at 8 µM | hit rate 0.41% among 200,000 | AID 631, 2007; in the data active means activation above about 19%;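 further: 0% = DMSO and 100% = reference agonist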
bIAP act: bovine intestinal alkaline phosphatase activators, primary screen, biochemical, bovine IAP, CDP-star luminescence. activation factor at 20 µM. hit rate 0.17% among 200,000. alkaline phosphatase, intestinal [Bos taurus]. purified bovine IAP, 30 min; hits give high values; fold of DMSO-control signal, blank-subtracted;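 active means activation factor of 2 or more at 20 µM, a signal rise over negative controls twice the positive control's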
TR-FRET SRC-2 ct: TR-FRET signal artefacts, primary screen, artefact control for PPARgamma SRC-2 agonist project, biochemical; TR-FRET artefact counter-screen; hits give high values; TR-FRET ratio at 8 µM; hit rate 0.4% among 200,000; AID 1049, 2008; in the data active means TR-FRET ratio above about 2000; further: inactives centre near 1500
Redox H2O2 prof: compounds producing H2O2 with reducing agent – biochemical, NIH compound library profiling, artefact control for MLSCN library redox annotation, primary screen; DTT-dependent redox cycling H2O2, phenol red/HRP absorbance; 100% = 100 µM peroxide control, 0% = buffer; hit rate 0.03% among 200,000; activation, % at 10 µM;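 active means activation of at least 50% relative to the plate's high and low controls in the primary single-dose screen; inactive means activation below 50%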;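 further: compound incubated with DTT at 0.8 mM final as the reducing agent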
TLR4-MyD88 BLA: inhibitors of TLR4-MyD88 association in cells, primary screen, cell-based, HeLa CL3-4, BLA complementation, FRET ratio; Toll-like receptor 4 (Homo sapiens) + Myeloid differentiation primary response protein …; inhibition, % at 8.4 µM; HeLa CL3-4 TLR4/MyD88 BLA complementation; hit rate 0.18% among 200,000; in the data active means inhibition above about 25%;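 further: 0% = vehicle and 100% = reference inhibitor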
ROMK primary: ROMK potassium channel modulators, primary screen, cell-based, thallium flux, MLSMR library. ATP-sensitive inward rectifier potassium channel 1 (Homo sapiens), P48048. Tet-inducible ROMK, thallium flux fluorescence; actives lie on both sides. B-score at 10 µM. hit rate 2% among 130,000. AID 1918, 2009;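 active means signal ratio slope over the read window, or its plate-corrected B-score, at least 3 SD from the plate mean, either direction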;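 further: B-score of the F/F0 ratio slope over 7 to 12 s after thallium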
Target sequence (P48048 whole entry, looked up): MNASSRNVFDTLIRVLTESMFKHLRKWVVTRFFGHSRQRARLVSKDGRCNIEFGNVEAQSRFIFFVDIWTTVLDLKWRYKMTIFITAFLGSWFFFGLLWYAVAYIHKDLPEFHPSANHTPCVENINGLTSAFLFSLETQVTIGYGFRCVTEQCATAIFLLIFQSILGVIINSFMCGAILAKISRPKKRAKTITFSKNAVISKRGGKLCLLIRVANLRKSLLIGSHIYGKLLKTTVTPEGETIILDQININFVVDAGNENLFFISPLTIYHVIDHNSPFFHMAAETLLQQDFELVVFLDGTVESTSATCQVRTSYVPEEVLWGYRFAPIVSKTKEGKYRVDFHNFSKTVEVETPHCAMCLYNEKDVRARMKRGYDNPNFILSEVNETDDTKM
bIAP inhibitor: bovine intestinal alkaline phosphatase inhibitors, primary screen, selectivity assay for TNAP inhibitor project, biochemical, bovine IAP, CDP-star luminescence | alkaline phosphatase, intestinal [Bos taurus] | purified bovine IAP, 30 min | inhibition, % at 20 µM | 190,000 tested, under 10 active;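 active means over 50% inhibition of intestinal alkaline phosphatase at 20 µM in the single-dose screen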
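Assay system – bovine IAP enzyme · Quantity – bovine IAP at 1/65,000,000 final dilution · Detection – CDP-star luminescence signal · Times – 30 min reaction at room temperature · Also added – CDP-star substrate at 30 µM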
Lmaj promast: Leishmania major promastigote growth inhibition, primary screen | Leishmania major promastigotes, resazurin fluorescence viability | inhibition, % at 10 µM | hit rate 9% among 200,000 | AID 1063, 2008; in the data active means inhibition above about 50%;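 further: promastigotes grown with compound for 44 hours at 28 °C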
Numbers without * were called inactive.

A first look, 6 compounds:
CN(C)S(=O)(=O)c1cccc(C(=O)NCc2ccco2)c1 was read as PPARg SRC3 recr 3, PPARg SRC2 recr 5, PPARg SRC1 recr 12, bIAP act 1, TR-FRET SRC-2 ct 1610, Redox H2O2 prof -0.6, TLR4-MyD88 BLA -6, ROMK primary 1.4, bIAP inhibitor -1 and Lmaj promast -3.
Screening S=C(Nc1ccc(Oc2ccccc2)cc1)NC1CCCC1 returned PPARg SRC3 recr -1, PPARg SRC2 recr 0, S1P3 antag 2, PPARg SRC1 recr -5, bIAP act 1, TR-FRET SRC-2 ct 1627, Redox H2O2 prof 0.0, TLR4-MyD88 BLA -2, ROMK primary -1.3, bIAP inhibitor 1 and Lmaj promast 45.
COc1cccc(-n2c(Cc3cc(=O)[nH]c(=O)[nH]3)nnc2SCc2cccnc2)c1 was read as PPARg SRC3 recr -2, PPARg SRC2 recr 4, S1P3 antag -2, PPARg SRC1 recr 0, bIAP act 1.1, TR-FRET SRC-2 ct 1470, Redox H2O2 prof -1.0, TLR4-MyD88 BLA -1, bIAP inhibitor -9 and Lmaj promast -7.
For CCC(C)(C)NC(=O)COc1ccc(C(=O)c2ccccc2)cc1 the results were PPARg SRC3 recr -3, PPARg SRC2 recr 6, S1P3 antag -5, PPARg SRC1 recr 1, bIAP act 1, TR-FRET SRC-2 ct 1541, Redox H2O2 prof 0.3, TLR4-MyD88 BLA 5, ROMK primary -1.2, bIAP inhibitor 4 and Lmaj promast 0.
Screening COc1ccc(NC(=O)Cn2nc(C(F)(F)F)c3c2CCCC3)c(OC)c1 returned PPARg SRC3 recr -7, PPARg SRC2 recr 7, S1P3 antag 14, PPARg SRC1 recr 4, bIAP act 0.9, TR-FRET SRC-2 ct 1686, Redox H2O2 prof 3.0, TLR4-MyD88 BLA -3, bIAP inhibitor 12 and Lmaj promast 0.
`CNS(=O)(=O)c1ccc(N2CCCC2)c([N+](=O)[O-])c1` gave PPARg SRC3 recr -2, PPARg SRC2 recr -3, S1P3 antag -15, PPARg SRC1 recr 2, bIAP act 0.8, TR-FRET SRC-2 ct 1641, Redox H2O2 prof -3.5, TLR4-MyD88 BLA -8, ROMK primary 0.49, bIAP inhibitor 17 and Lmaj promast -2.

Main list, from the first entry:
CN(C)S(=O)(=O)c1cccc(C(=O)NCc2ccco2)c1 was read as PPARg SRC3 recr 3, PPARg SRC2 recr 5, PPARg SRC1 recr 12, bIAP act 1, TR-FRET SRC-2 ct 1610, Redox H2O2 prof -0.6, TLR4-MyD88 BLA -6, ROMK primary 1.4, bIAP inhibitor -1 and Lmaj promast -3.
Screening S=C(Nc1ccc(Oc2ccccc2)cc1)NC1CCCC1 returned PPARg SRC3 recr -1, PPARg SRC2 recr 0, S1P3 antag 2, PPARg SRC1 recr -5, bIAP act 1, TR-FRET SRC-2 ct 1627, Redox H2O2 prof 0.0, TLR4-MyD88 BLA -2, ROMK primary -1.3, bIAP inhibitor 1 and Lmaj promast 45.
COc1cccc(-n2c(Cc3cc(=O)[nH]c(=O)[nH]3)nnc2SCc2cccnc2)c1 was read as PPARg SRC3 recr -2, PPARg SRC2 recr 4, S1P3 antag -2, PPARg SRC1 recr 0, bIAP act 1.1, TR-FRET SRC-2 ct 1470, Redox H2O2 prof -1.0, TLR4-MyD88 BLA -1, bIAP inhibitor -9 and Lmaj promast -7.
For CCC(C)(C)NC(=O)COc1ccc(C(=O)c2ccccc2)cc1 the results were PPARg SRC3 recr -3, PPARg SRC2 recr 6, S1P3 antag -5, PPARg SRC1 recr 1, bIAP act 1, TR-FRET SRC-2 ct 1541, Redox H2O2 prof 0.3, TLR4-MyD88 BLA 5, ROMK primary -1.2, bIAP inhibitor 4 and Lmaj promast 0.
Screening COc1ccc(NC(=O)Cn2nc(C(F)(F)F)c3c2CCCC3)c(OC)c1 returned PPARg SRC3 recr -7, PPARg SRC2 recr 7, S1P3 antag 14, PPARg SRC1 recr 4, bIAP act 0.9, TR-FRET SRC-2 ct 1686, Redox H2O2 prof 3.0, TLR4-MyD88 BLA -3, bIAP inhibitor 12 and Lmaj promast 0.
`CNS(=O)(=O)c1ccc(N2CCCC2)c([N+](=O)[O-])c1` gave PPARg SRC3 recr -2, PPARg SRC2 recr -3, S1P3 antag -15, PPARg SRC1 recr 2, bIAP act 0.8, TR-FRET SRC-2 ct 1641, Redox H2O2 prof -3.5, TLR4-MyD88 BLA -8, ROMK primary 0.49, bIAP inhibitor 17 and Lmaj promast -2.
CCCSC1=N/C(=C\C=C\c2ccco2)C(=O)S1 was read as PPARg SRC3 recr -1, PPARg SRC2 recr 5, S1P3 antag 15, PPARg SRC1 recr -2, bIAP act 0.7, TR-FRET SRC-2 ct 1560, Redox H2O2 prof 1.5, TLR4-MyD88 BLA -2, bIAP inhibitor 31 and Lmaj promast -7.
`NCCCCCc1nnc(SCC(=O)Nc2cccc(Cl)c2)o1` gave PPARg SRC3 recr -2, PPARg SRC2 recr 4, S1P3 antag -27, PPARg SRC1 recr 6, bIAP act 1.4, TR-FRET SRC-2 ct 1570, Redox H2O2 prof 1.5, TLR4-MyD88 BLA -8, bIAP inhibitor -39 and Lmaj promast 36.
Screening Cc1ccc(C)c(S(=O)(=O)NCC(=O)Nc2sc3c(c2C(N)=O)CCC(C)C3)c1 (stereo not drawn) returned PPARg SRC3 recr 5, PPARg SRC2 recr 10, PPARg SRC1 recr 0, bIAP act 0.9, TR-FRET SRC-2 ct 1418, Redox H2O2 prof 0.1, TLR4-MyD88 BLA -8, bIAP inhibitor 8 and Lmaj promast -7.
Screening COCCn1nnnc1C(C(C)C)N(Cc1cccnc1)Cc1cc2cc(OC)ccc2[nH]c1=O (stereo not drawn) returned PPARg SRC3 recr 5, PPARg SRC2 recr 2, S1P3 antag 11, PPARg SRC1 recr 12, bIAP act 1, TR-FRET SRC-2 ct 1613, Redox H2O2 prof 0.4, TLR4-MyD88 BLA -2, bIAP inhibitor -2 and Lmaj promast -7.
Screening Cc1nnc(SCC(=O)NC(C)(C)C)n1C1CCCCC1 returned PPARg SRC3 recr 3, PPARg SRC2 recr 1, S1P3 antag 2, PPARg SRC1 recr 6, bIAP act 1.3, TR-FRET SRC-2 ct 1600, Redox H2O2 prof 0.0, TLR4-MyD88 BLA -12, ROMK primary 0.61, bIAP inhibitor -34 and Lmaj promast -7.
Screening Nc1nc(-c2ccco2)nn1C(=O)c1ccc(F)cc1 returned PPARg SRC3 recr 3, PPARg SRC2 recr 1, S1P3 antag 10, PPARg SRC1 recr 10, bIAP act 1, TR-FRET SRC-2 ct 1686, Redox H2O2 prof 3.3, TLR4-MyD88 BLA 17, ROMK primary -1, bIAP inhibitor 3 and Lmaj promast -1.
CCO[C@@H]1OC(C(=O)NCc2nc3ccccc3[nH]2)=C[C@H](c2ccccc2)[C@H]1CCCO was read as PPARg SRC3 recr -2, PPARg SRC2 recr 3, S1P3 antag -5, PPARg SRC1 recr 3, bIAP act 1, TR-FRET SRC-2 ct 1460, Redox H2O2 prof 0.7, TLR4-MyD88 BLA -9, bIAP inhibitor -5 and Lmaj promast -1.
CN(C)C(=O)c1cc2cc([N+](=O)[O-])ccc2s1 was read as PPARg SRC3 recr -4, PPARg SRC2 recr 2, PPARg SRC1 recr -4, bIAP act 0.9, TR-FRET SRC-2 ct 1600, Redox H2O2 prof 2.9, TLR4-MyD88 BLA -5, bIAP inhibitor 8 and Lmaj promast -1.
`CON/C=C(\C=Nc1ccc(Cl)cc1Cl)c1ncc(C(F)(F)F)cc1Cl` gave PPARg SRC3 recr 5, PPARg SRC2 recr 6, PPARg SRC1 recr 2, bIAP act 0.8, TR-FRET SRC-2 ct 1613, Redox H2O2 prof 3.9, TLR4-MyD88 BLA -3, bIAP inhibitor 16 and Lmaj promast -4.
Screening O=C(CSc1nnc(Cn2c(=O)sc3ccccc32)n1-c1ccccc1)N1CCOCC1 returned PPARg SRC3 recr -6, PPARg SRC2 recr -7, S1P3 antag 5, PPARg SRC1 recr -7, bIAP act 1.1, TR-FRET SRC-2 ct 1544, Redox H2O2 prof -0.3, TLR4-MyD88 BLA -4, ROMK primary -0.14, bIAP inhibitor -9 and Lmaj promast 3.
`O=C1N=C2SCCN2/C1=C\c1c(Cl)cccc1Cl` gave PPARg SRC3 recr 7, PPARg SRC2 recr 7, PPARg SRC1 recr 6, bIAP act 0.7, TR-FRET SRC-2 ct 1587, Redox H2O2 prof -3.3, TLR4-MyD88 BLA -4, bIAP inhibitor 34 and Lmaj promast 8.
CCOC(=O)CSc1nnnn1-c1cc(OC)c(Cl)cc1OC was read as PPARg SRC3 recr 3, PPARg SRC2 recr 3, S1P3 antag 36, PPARg SRC1 recr 4, bIAP act 1, TR-FRET SRC-2 ct 1644, Redox H2O2 prof -6.5, TLR4-MyD88 BLA 4, ROMK primary 0.26, bIAP inhibitor 0 and Lmaj promast -5.
`COc1cc(C2C(C(=O)c3ccc(C)o3)=C(O)C(=O)N2Cc2cccnc2)ccc1O` (stereo not drawn) gave PPARg SRC3 recr 4, PPARg SRC2 recr -1, PPARg SRC1 recr 0, bIAP act 1, TR-FRET SRC-2 ct 1570, Redox H2O2 prof 3.1, TLR4-MyD88 BLA -4, bIAP inhibitor -1 and Lmaj promast 1.
For O=C(Nc1cccc(C(F)(F)F)c1)c1cc2c(=O)c3ccccc3oc2nc1C(F)(F)F the results were PPARg SRC3 recr 6, PPARg SRC2 recr 15, PPARg SRC1 recr 4, bIAP act 0.9, TR-FRET SRC-2 ct 1564, Redox H2O2 prof -4.5, TLR4-MyD88 BLA -12, bIAP inhibitor 8 and Lmaj promast 62*.
Screening CC(=O)NCc1ccc(S(=O)(=O)N/N=C/c2ccc(Br)cc2)cc1 returned PPARg SRC3 recr -2, PPARg SRC2 recr -3, S1P3 antag -1, PPARg SRC1 recr 4, bIAP act 0.8, TR-FRET SRC-2 ct 1524, Redox H2O2 prof -0.1, TLR4-MyD88 BLA -5, ROMK primary 0.14, bIAP inhibitor 18 and Lmaj promast -3.
